CSN inh – inhibitors of CSN-mediated cullin deneddylation, primary screen, biochemical, fluorescence polarization, uHTS; COP9 signalosome complex subunit 5 (Homo sapiens), Q92905; Purified CSN, SCF-Nedd8-OG deneddylation; inhibition, % at 12.5 µM; hit rate 0.38% among 360,000;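 active = pattern-corrected inhibition above about 35%, with an unprinted fluorescence ratio check between 0.5 and 1.5, limit read from the data, passing the limit was not always enough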;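 also: 0% = enzyme with substrate and 100% = substrate without enzyme; some results filed as inactive read as strong as hits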
Target sequence (Q92905 whole entry, looked up, one chain of several): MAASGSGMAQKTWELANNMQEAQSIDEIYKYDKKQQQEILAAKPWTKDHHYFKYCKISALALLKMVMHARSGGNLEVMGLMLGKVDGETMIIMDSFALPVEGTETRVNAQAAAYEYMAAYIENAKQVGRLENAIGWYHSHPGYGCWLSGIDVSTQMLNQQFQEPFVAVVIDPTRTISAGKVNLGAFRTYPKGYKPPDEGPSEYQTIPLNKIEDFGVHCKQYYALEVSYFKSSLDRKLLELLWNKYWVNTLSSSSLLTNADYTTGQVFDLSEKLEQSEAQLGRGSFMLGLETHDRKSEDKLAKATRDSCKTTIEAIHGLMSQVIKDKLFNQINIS
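Detection – fluorescence polarization · System – HEK293T-derived human Csn5 enzyme · Controls – substrate-only high control, full reaction low control · Timing – 90 min, room temperature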
eLon inh – inhibitors of E. coli Lon protease, primary screen, biochemical, fluorescence polarization; AID 602123, 2011; inhibition, % at 7.94 µM; P0A9M0; hit rate 0.42% among 360,000; purified E. coli Lon protease; in the data active = inhibition above about 13%, passing the limit was not always enough;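 also: 0% = enzyme with probe and DMSO and 100% = no enzyme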
bovine MsrA act – bovine MsrA enzyme activators, primary screen, biochemical, absorbance, HTS; activation, % at 10.6 µM; hit rate 0.3% among 360,000; Methionine sulfoxide reductase A (Bos taurus); purified bovine MsrA, absorbance read-out; in the data active = activation above about 7.5%;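 also: 0% = vehicle and 100% = reference activator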
FAS TE block – FAS thioesterase domain inhibitors, primary screen, biochemical, fluorescence intensity, uHTS; Fatty acid synthase (Homo sapiens), P49327; recombinant FAS-TE, OMFH fluorogenic substrate, fluorescence endpoint; inhibition, % at 15 µM; hit rate 0.67% among 360,000; AID 602261, 2012;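 active = compounds whose normalised, plate-corrected inhibition of enzyme fluorescence in the single-dose primary screen is 50% or more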;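 also: 0% = DMSO with enzyme and 100% = substrate without enzyme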
Tb MetRS inh – T. brucei MetRS inhibitors, primary screen, biochemical, luminescence. purified T. brucei MetRS, ATP depletion, Kinase-Glo luminescence. hit rate 0.4% among 360,000. methionyl-tRNA synthetase (Trypanosoma brucei brucei). inhibition, % at 11.9 µM. AID 624268, 2012;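 active = inhibition above a per-plate cutoff of the control wells' mean inhibition plus 3 SD, cut at about 5.5% in these data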;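 also: 0% = DMSO wells median and 100% = median of wells with control inhibitor compound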
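technique = Kinase-Glo luminescence, ATP depletion format | system = purified MetRS (methionyl-tRNA synthetase) enzyme from Trypanosoma brucei | timing = 15 min preincubation, 2 h reaction, all 25 °C | evaluation = percent inhibition versus plate control medians | dosing = single dose, 11.9 µM final nominal, 0.9% final DMSO | also added = substrates ATP, L-methionine and bulk Escherichia coli tRNA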
MsrA inh – bovine MsrA enzyme inhibitors, primary screen, biochemical, absorbance, HTS. hit rate 0.75% among 360,000. Methionine sulfoxide reductase A (Bos taurus). inhibition, % at 15.5 µM. purified bovine MsrA, absorbance read-out; in the data active = inhibition above about 4.5%;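 also: 0% = vehicle wells with enzyme and 100% = reference inhibitor wells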
Rin1 Abl inh – inhibitors of Rin1-Abl protein binding, primary screen, biochemical, TR-FRET. hit rate 0.4% among 360,000. Tyrosine-protein kinase ABL1 (Homo sapiens) + Ras and Rab interactor 1 (Homo sapiens), …. inhibition, % at 7.35 µM; in the data active = inhibition above about 5%, passing the limit was not always enough
PABP1 MLLE inh – inhibitors of PABP1 MLLE–PAM2 peptide binding, primary screen, biochemical, fluorescence polarization, FITC-PAM2, GST-MLLE. Polyadenylate-binding protein 1 (Homo sapiens), P11940. inhibition, % at 20 µM. hit rate 0.36% among 360,000; in the data active = inhibition above about 35%, passing the limit was not always enough;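 also: plate controls were DMSO wells with GST-MLLE for no effect and wells lacking GST-MLLE protein for full effect; some results filed as inactive read as strong as hits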
Neddyl block – inhibitors of cullin neddylation, primary screen, biochemical, TR-FRET, uHTS, NAE and Ubc12. calls only at 25 µM. NEDD8-conjugating enzyme Ubc12 (Homo sapiens) + NEDD8-activating enzyme E1 regulatory …. hit rate 0.58% among 360,000; in the data active = inhibition above about 36%
Target sequence (P61081 whole entry, looked up): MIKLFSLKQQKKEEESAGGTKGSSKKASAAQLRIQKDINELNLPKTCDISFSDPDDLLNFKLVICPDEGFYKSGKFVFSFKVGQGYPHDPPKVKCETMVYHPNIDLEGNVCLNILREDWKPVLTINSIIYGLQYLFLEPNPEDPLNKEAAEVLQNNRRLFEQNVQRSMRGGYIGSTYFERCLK
Target sequence (Q13564 whole entry, looked up): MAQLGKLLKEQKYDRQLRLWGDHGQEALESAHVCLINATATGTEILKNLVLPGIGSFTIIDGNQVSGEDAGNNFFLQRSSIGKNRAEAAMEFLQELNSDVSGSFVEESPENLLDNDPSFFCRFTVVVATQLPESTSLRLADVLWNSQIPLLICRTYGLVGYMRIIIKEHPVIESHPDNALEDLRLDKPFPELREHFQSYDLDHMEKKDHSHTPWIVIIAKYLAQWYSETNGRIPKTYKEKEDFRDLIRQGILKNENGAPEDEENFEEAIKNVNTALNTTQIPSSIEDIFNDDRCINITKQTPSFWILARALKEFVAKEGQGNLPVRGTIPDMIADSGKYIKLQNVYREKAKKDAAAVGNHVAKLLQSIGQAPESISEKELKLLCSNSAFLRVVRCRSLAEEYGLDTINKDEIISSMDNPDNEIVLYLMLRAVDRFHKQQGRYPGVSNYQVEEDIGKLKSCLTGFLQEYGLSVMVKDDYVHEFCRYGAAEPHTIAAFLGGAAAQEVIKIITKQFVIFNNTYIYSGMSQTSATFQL
The depositor's hits bear a star.

`COc1cccc(C(=O)Nc2nnc(S(=O)(=O)N(C)c3ccccc3)s2)c1` gave CSN inh 0, eLon inh -3, bovine MsrA act -7, FAS TE block 3, Tb MetRS inh -0.2, MsrA inh 1.3, Rin1 Abl inh -2, PABP1 MLLE inh -1 and Neddyl block inactive.
Screening COc1ccc(C(C(=O)NC(C)(C)C)n2c(=O)c(-c3cc4ccccc4[nH]3)nc3ccccc32)cc1 (stereo not drawn) returned CSN inh -1, Tb MetRS inh 0.3 and MsrA inh 0.4.
For COC(=O)C[C@H]1C[C@H]2c3cc(NC(=O)Nc4ccc(F)cc4)ccc3O[C@H]2[C@@H](CO)O1 the results were CSN inh 2, eLon inh -10, bovine MsrA act -2, FAS TE block -5, Tb MetRS inh 0.8, MsrA inh -2.1, Rin1 Abl inh 1, PABP1 MLLE inh 8 and Neddyl block inactive.
Screening COc1ccccc1N(C)S(=O)(=O)c1ccc(C(=O)NC(C)c2ccccc2)cc1 (stereo not drawn) returned CSN inh 0, eLon inh -5, bovine MsrA act -2, FAS TE block 17, Tb MetRS inh 0.1, MsrA inh -1.0, Rin1 Abl inh -5, PABP1 MLLE inh 2 and Neddyl block inactive.
Screening COC(=O)c1cc(C(=O)OC)cc(N2C(=O)CC(NNC(=O)c3ccccc3Cl)C2=O)c1 (stereo not drawn) returned CSN inh 1, eLon inh 2, bovine MsrA act -2, FAS TE block -7, Tb MetRS inh 0.2, MsrA inh 0.2, Rin1 Abl inh -1, PABP1 MLLE inh -5 and Neddyl block inactive.
CCOCc1c(C(=O)NC2CCCCCC2)oc2ccccc12 was read as CSN inh 3, eLon inh -5, bovine MsrA act -4, FAS TE block 6, Tb MetRS inh 0.4, MsrA inh 0.5, Rin1 Abl inh -1, PABP1 MLLE inh 3 and Neddyl block inactive.
C[C@@H](CSc1ccccc1)CN1CC[C@H](NC(=O)OCc2ccccc2)CCC1=O was read as CSN inh 5, eLon inh 4, bovine MsrA act -7, FAS TE block 1, Tb MetRS inh -0.4, MsrA inh 1.0, Rin1 Abl inh 0, PABP1 MLLE inh -8 and Neddyl block inactive.
CC12CCCC[C@@H]1CCC1C2CCC2(C)C1CC[C@@]2(O)CNCCO (stereo partly drawn) was read as CSN inh 3, eLon inh -13, bovine MsrA act 0, FAS TE block 0, Tb MetRS inh -0.6, MsrA inh -0.1, Rin1 Abl inh 2, PABP1 MLLE inh 4 and Neddyl block inactive.
`CC1CCCN(C(=O)c2cc(F)c(F)cc2Cl)C1` (stereo not drawn) gave CSN inh 1, eLon inh -2, bovine MsrA act -4, FAS TE block -5, Tb MetRS inh -0.7, MsrA inh -0.8, Rin1 Abl inh 2, PABP1 MLLE inh -11 and Neddyl block inactive.
`Cc1c(NC(=O)CSc2ccc3c(c2)OCCO3)c(=O)n(-c2ccccc2)n1C` gave CSN inh 3, eLon inh 8, bovine MsrA act 2, FAS TE block -5, Tb MetRS inh 0.7, MsrA inh 2.4, Rin1 Abl inh -2, PABP1 MLLE inh 25 and Neddyl block inactive.
COc1cc(/C=C/C(=O)c2c(O)cc(C)oc2=O)cc(OC)c1O was read as CSN inh 4, eLon inh -67, bovine MsrA act -15, FAS TE block -13, Tb MetRS inh -1.9, MsrA inh 3.2, Rin1 Abl inh 10, PABP1 MLLE inh -18 and Neddyl block inactive.
For O=C(/C=C/c1cccc(O)c1)c1ccc(N2CCOCC2)cc1 the results were CSN inh -1, eLon inh -9, bovine MsrA act -7, FAS TE block -5, Tb MetRS inh -0.3, MsrA inh 1.4, Rin1 Abl inh -2, PABP1 MLLE inh -23 and Neddyl block inactive.
Screening Cc1ccc(N(C)C(=O)c2cc(S(=O)(=O)N3CCCC3)cn2C)cc1 returned CSN inh 2, eLon inh -9, bovine MsrA act -2, FAS TE block -1, Tb MetRS inh -0.5, MsrA inh -0.3, Rin1 Abl inh 0, PABP1 MLLE inh -1 and Neddyl block inactive.
Screening COc1cccc(-c2sc3cc(OC)c(OC)cc3c2-c2ccc(OCCN3CCCCC3)cc2)c1 returned CSN inh -4, eLon inh -2, bovine MsrA act -2, FAS TE block 18, Tb MetRS inh -2.1, Rin1 Abl inh -1, PABP1 MLLE inh 6 and Neddyl block inactive.
`O=c1[nH]c(N2CCN(c3ccccc3)CC2)nc2c1CCC2` gave CSN inh 2, eLon inh 1, bovine MsrA act -5, FAS TE block -1, Tb MetRS inh -1.0, MsrA inh 0.3, Rin1 Abl inh 0, PABP1 MLLE inh -4 and Neddyl block inactive.
For CCOc1ccc(C(=O)N2CCCC2)cc1OC the results were CSN inh 4, eLon inh -14, bovine MsrA act -1, FAS TE block -9, Tb MetRS inh -0.2, MsrA inh 0.4, Rin1 Abl inh -1, PABP1 MLLE inh 0 and Neddyl block inactive.
For CC(=N\O)/C(CN(C)C)=N/O the results were CSN inh -4, eLon inh -7, bovine MsrA act 0, FAS TE block -11, Tb MetRS inh -1.0, MsrA inh -0.7, Rin1 Abl inh 0, PABP1 MLLE inh -3 and Neddyl block inactive.
Screening CN(C)N1C(N)=C(C#N)C(c2ccc(F)cc2)C2=C1CCCC2=O (stereo not drawn) returned CSN inh -4, eLon inh 5, bovine MsrA act -3, FAS TE block 0, Tb MetRS inh -0.4, MsrA inh 0.6, Rin1 Abl inh 3, PABP1 MLLE inh -2 and Neddyl block inactive.
Screening Cc1ccc(NC(=O)CC2Oc3ccc(C)cc3NC2=O)c(C)c1 (stereo not drawn) returned CSN inh 1, eLon inh -1, bovine MsrA act 3, FAS TE block -4, Tb MetRS inh 1.5, MsrA inh -0.6, Rin1 Abl inh 0, PABP1 MLLE inh -4 and Neddyl block inactive.
For Cc1ccc(CC(=O)NCc2ccc3c(c2)OCO3)cc1 the results were CSN inh 4, eLon inh -2, bovine MsrA act -4, FAS TE block -3, Tb MetRS inh -0.5, MsrA inh 0.4, Rin1 Abl inh -3, PABP1 MLLE inh 8 and Neddyl block inactive.

Entries listed so far with fluorine, in the order listed:
For COC(=O)C[C@H]1C[C@H]2c3cc(NC(=O)Nc4ccc(F)cc4)ccc3O[C@H]2[C@@H](CO)O1 the results were CSN inh 2, eLon inh -10, bovine MsrA act -2, FAS TE block -5, Tb MetRS inh 0.8, MsrA inh -2.1, Rin1 Abl inh 1, PABP1 MLLE inh 8 and Neddyl block inactive.
`CC1CCCN(C(=O)c2cc(F)c(F)cc2Cl)C1` (stereo not drawn) gave CSN inh 1, eLon inh -2, bovine MsrA act -4, FAS TE block -5, Tb MetRS inh -0.7, MsrA inh -0.8, Rin1 Abl inh 2, PABP1 MLLE inh -11 and Neddyl block inactive.
Screening CN(C)N1C(N)=C(C#N)C(c2ccc(F)cc2)C2=C1CCCC2=O (stereo not drawn) returned CSN inh -4, eLon inh 5, bovine MsrA act -3, FAS TE block 0, Tb MetRS inh -0.4, MsrA inh 0.6, Rin1 Abl inh 3, PABP1 MLLE inh -2 and Neddyl block inactive.

(continued)
`CCCc1nn2c(=O)cc(CSCC(=O)Nc3nnc(CC)s3)nc2s1` gave CSN inh 2, eLon inh 7, bovine MsrA act -7, FAS TE block -2, Tb MetRS inh -1.2, MsrA inh 1.0, Rin1 Abl inh 2, PABP1 MLLE inh 1 and Neddyl block inactive.
`O=c1c2c3c(sc2n(CCN2CCCC2)c(=O)n1Cc1ccco1)CCCCC3` gave CSN inh -3, eLon inh 1, bovine MsrA act -8, FAS TE block 4, Tb MetRS inh -1.1, MsrA inh -0.4, Rin1 Abl inh 0, PABP1 MLLE inh 1 and Neddyl block inactive.
Screening CN(Cc1cccnc1)Cc1cn[nH]c1-c1ccc(-c2ccccc2)cc1 returned CSN inh -2, eLon inh -4, bovine MsrA act -2, FAS TE block 7, Tb MetRS inh -0.7, MsrA inh -1.3, Rin1 Abl inh 1, PABP1 MLLE inh 0 and Neddyl block inactive.
Screening CC(C)CC(=O)Nc1nnc(-c2ccco2)s1 returned CSN inh -1, eLon inh -1, bovine MsrA act -2, FAS TE block -5, Tb MetRS inh -0.4, MsrA inh 0.7, Rin1 Abl inh -3, PABP1 MLLE inh 28 and Neddyl block inactive.
`COc1ccc(/C=N/NC(=O)c2cc[n+]([O-])cc2)cc1O` gave CSN inh 0, eLon inh 6, bovine MsrA act -2, FAS TE block -8, Tb MetRS inh -0.3, MsrA inh 3.4, Rin1 Abl inh -3, PABP1 MLLE inh -10 and Neddyl block inactive.
Screening O=C(CC(Sc1ccc(Br)cc1)C(=O)O)c1ccc(F)cc1 (stereo not drawn) returned CSN inh 0, eLon inh 20, bovine MsrA act -9, FAS TE block -9, Tb MetRS inh -1.0, MsrA inh 0.9, Rin1 Abl inh 1, PABP1 MLLE inh 39* and Neddyl block inactive.
For CCN(c1cccc(C)c1)S(=O)(=O)c1cccc2nsnc12 the results were CSN inh 1, eLon inh -7, bovine MsrA act -1, FAS TE block -2, Tb MetRS inh 0.1, MsrA inh 0.1, Rin1 Abl inh -1, PABP1 MLLE inh 7 and Neddyl block inactive.
For Cc1ccc(C(=O)c2cnc3ccccc3c2-c2ccccc2)cc1 the results were CSN inh -3, eLon inh 11, bovine MsrA act 3, FAS TE block 24, Tb MetRS inh -0.8, MsrA inh -0.5, Rin1 Abl inh 1, PABP1 MLLE inh 6 and Neddyl block inactive.
Screening CCn1cc(C(=O)OCC(=O)N(C)C2CCS(=O)(=O)C2)c(=O)c2ccc(C)nc21 (stereo not drawn) returned CSN inh 0, eLon inh -13, bovine MsrA act 0, FAS TE block -6, Tb MetRS inh -0.7, MsrA inh -0.8, Rin1 Abl inh 0, PABP1 MLLE inh 2 and Neddyl block inactive.
`C=C(C)Cn1c(SCC#N)nc2ccccc2c1=O` gave CSN inh 0, eLon inh 0, bovine MsrA act -1, FAS TE block -2, Tb MetRS inh -0.7, MsrA inh -0.5, Rin1 Abl inh -1, PABP1 MLLE inh 8 and Neddyl block inactive.
`CC(=O)c1cccc(NC(=O)CCC2CCCC2)c1` gave CSN inh 0, eLon inh -12, bovine MsrA act -15, FAS TE block 3, Tb MetRS inh -1.3, MsrA inh -0.9, Rin1 Abl inh 6, PABP1 MLLE inh -1 and Neddyl block inactive.
Screening Cc1cc(S(=O)(=O)N2CCN=C2c2ccccc2)c(Cl)cc1Cl returned CSN inh -15, eLon inh -6, bovine MsrA act -5, FAS TE block -7, Tb MetRS inh -0.1, MsrA inh -0.6, Rin1 Abl inh -1, PABP1 MLLE inh 0 and Neddyl block inactive.
Cc1ccc(S(=O)(=O)NC(CC(C)C)C(=O)N2CCC(C)CC2)cc1 (stereo not drawn) was read as CSN inh -4, eLon inh 2, bovine MsrA act 2, FAS TE block -2, Tb MetRS inh 0.5, MsrA inh 0.0, Rin1 Abl inh 3, PABP1 MLLE inh -7 and Neddyl block inactive.
For Cc1cc(OCC(=O)Nc2ccc3c(c2)OCCO3)cc(C)c1Cl the results were CSN inh 0, eLon inh 5, bovine MsrA act 0, FAS TE block 30, Tb MetRS inh 1.2, MsrA inh 1.0, Rin1 Abl inh -2, PABP1 MLLE inh -5 and Neddyl block inactive.

Bioassay records deposited in PubChem by several laboratories.

An unsorted share of the library (roughly 4% active in at least one column).
